Assay outcomes (PubChem BioAssay)
hIAP block: blocks human intestinal alkaline phosphatase | purified IAP, CDP-Star luminescence, 30 min | AID 2544 | 330,000 compounds, 0.12% hits | inhibition, % at 10 µM | P09923;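 active = inhibition reaching a set limit with compound at 10 µM in the primary screen, cut at about 35% in these data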;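 note: plate controls were DMSO wells with enzyme for no effect and no-enzyme buffer wells for full effect; values of inactives mirror those of a sister screen read the other way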
Target sequence (P09923 whole entry, looked up): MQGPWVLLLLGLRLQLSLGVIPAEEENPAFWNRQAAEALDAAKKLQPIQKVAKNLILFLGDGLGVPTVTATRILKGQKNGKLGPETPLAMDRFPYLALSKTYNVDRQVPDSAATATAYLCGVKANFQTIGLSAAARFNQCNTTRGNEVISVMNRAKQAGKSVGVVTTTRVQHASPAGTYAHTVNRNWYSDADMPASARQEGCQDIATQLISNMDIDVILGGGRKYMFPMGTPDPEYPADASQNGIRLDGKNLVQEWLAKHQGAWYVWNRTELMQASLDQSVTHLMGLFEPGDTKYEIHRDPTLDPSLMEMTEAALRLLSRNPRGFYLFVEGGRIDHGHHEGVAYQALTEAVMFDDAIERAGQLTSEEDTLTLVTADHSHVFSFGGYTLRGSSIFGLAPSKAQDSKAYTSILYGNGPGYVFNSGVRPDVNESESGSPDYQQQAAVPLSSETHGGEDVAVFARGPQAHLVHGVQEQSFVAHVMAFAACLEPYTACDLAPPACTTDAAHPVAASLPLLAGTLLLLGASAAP
A3G deaminase: blocks human APOBEC3G single-stranded DNA deamination. recombinant A3G, ssDNA deamination FAM/TAMRA fluorescence. 330,000 compounds, 0.28% hits. Q9HC16. inhibition, % at 20 µM;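 active = inhibition of at least 40% at 20 µM, with no more than 30% in the related APOBEC3A deaminase screen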;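 note: plate controls were DMSO wells with A3G for no effect and wells lacking A3G enzyme for full effect; some compounds called inactive have numbers as strong as hits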
Target sequence (Q9HC16 whole entry, looked up): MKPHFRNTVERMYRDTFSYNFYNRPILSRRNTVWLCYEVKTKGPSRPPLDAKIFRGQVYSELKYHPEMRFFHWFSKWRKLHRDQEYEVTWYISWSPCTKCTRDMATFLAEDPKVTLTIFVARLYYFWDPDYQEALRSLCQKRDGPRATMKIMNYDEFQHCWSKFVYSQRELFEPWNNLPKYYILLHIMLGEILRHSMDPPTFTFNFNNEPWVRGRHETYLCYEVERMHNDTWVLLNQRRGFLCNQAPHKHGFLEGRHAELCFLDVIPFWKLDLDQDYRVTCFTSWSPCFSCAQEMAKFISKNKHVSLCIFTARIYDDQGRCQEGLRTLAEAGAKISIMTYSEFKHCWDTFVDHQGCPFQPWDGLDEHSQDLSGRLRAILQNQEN
MPTP inh: permeability transition pore inhibition | 360,000 compounds, 1.4% hits | isolated mouse mitochondria, Ca2+ swelling absorbance, 30 min | inhibition, % at 10 µM;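 active = inhibition of 50% or more, scaled per plate between neutral and stimulator controls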;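 note: 0% = DMSO wells given calcium and 100% = 1 mM EGTA wells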
MIN6 prolif: inducers of beta-cell replication in MIN6 cells; MIN6 cells proliferation, ATPlite luminescence, 48 h; cells starved in 0.2% serum; 100% = growth in 10% serum; proliferation, % at 10 µM; 330,000 compounds, 0.29% hits;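 active = compounds whose signal lies at least 3.5 SD above the mean of all wells on their plate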;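 note: 0% = DMSO-treated cells in low-serum medium and 100% = 10% serum control; some compounds called inactive have numbers as strong as hits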
A3A deaminase: blocks human APOBEC3A ssDNA deamination. P31941. recombinant A3A, FAM/TAMRA ssDNA deamination fluorescence. inhibition, % at 20 µM. 330,000 compounds, 0.41% hits. AID 493011;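 active = at least 40% inhibition at 20 µM here, with at most 30% in a related deaminase screen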;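 note: plate controls were A3A with DMSO for no effect and wells lacking A3A enzyme for full effect; some results filed as inactive read as strong as hits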
Target sequence (P31941 whole entry, looked up): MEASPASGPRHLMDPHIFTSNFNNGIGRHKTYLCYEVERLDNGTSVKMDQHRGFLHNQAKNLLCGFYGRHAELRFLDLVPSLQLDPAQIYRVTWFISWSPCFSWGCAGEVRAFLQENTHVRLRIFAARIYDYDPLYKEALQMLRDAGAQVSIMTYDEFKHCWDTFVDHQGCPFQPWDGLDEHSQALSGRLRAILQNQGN
ATG4B inh: ATG4B (human) cysteine protease inhibition | inhibition, % at 8.33 µM | AID 504462 | ATG4B cleavage of LC3-PLA2, NBD-HPC fluorescence, 1 h | Q9Y4P1 | 340,000 compounds, 0.51% hits; in the data active = inhibition above about 40%
mIAP act: mouse IAP activation. muIAP, CDP-Star luminescence, 30 min; stronger effect = higher value; 1 = vehicle-only enzyme signal, 0 = enzyme-free wells. activation factor at 10 µM. 330,000 compounds, 0.24% hits. AID 2805;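 active = activation factor of at least 2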; note: the source names both 10 and 20 µM as test concentration; values of inactives mirror those of a sister screen read the other way
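Assay system: mouse IAP enzyme / Compound: DMSO-dissolved test compounds / Timing: 30 min, room temperature / Measured by: luminescence from enzymatic CDP-Star hydrolysis / Control set: DMSO-only wells, enzyme-free buffer wells as negative control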
mIAP block: blocks mouse intestinal alkaline phosphatase. purified mouse IAP, CDP-Star luminescence, 30 min. inhibition, % at 10 µM. 330,000 compounds, 0.2% hits. AID 2806;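 active = inhibition of at least 40% at 10 µM in the primary screen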;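 note: plate controls were DMSO with enzyme for no effect and no enzyme wells for full effect; values of inactives mirror those of a sister screen read the other way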
hIAP act: human IAP activation; AID 2524; 330,000 compounds, 0.16% hits; purified human IAP, CDP-Star luminescence, 30 min; stronger effect = higher value; 1 = vehicle-only enzyme, 0 = enzyme-free background; activation factor at 10 µM;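 active = activation factor of the enzyme at least 2-fold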; note: the source names both 10 and 20 µM as test concentration; values of inactives mirror those of a sister screen read the other way
An asterisk follows results filed as active; / = not tested or not shown.

nr	mol	A3G deaminase	A3A deaminase	mIAP block	mIAP act	MIN6 prolif
1	Cn1c(NN)nc2c1c(=O)n(Cc1ccccc1)c(=O)n2C	-8.0	-5.8	10.7	0.893	-4.9
2	Cc1ccccc1CNc1ncnc2cc(Cl)ccc12	-8.5	-2.2	-0.9	1.01	0.5
3	CC(NC(=O)CCCc1c[nH]c2ccccc12)c1ccc(F)cc1 (configuration not stated)	-5.6	-1.8	-9.6	1.1	-2.9
4	Fc1ccc(N/N=C/c2ccc(N3CCOCC3)cc2)c(F)c1	-4.1	-2.0	7.8	0.922	-3.2
5	COc1ccc(CSc2nnc(C)n2N)cc1	-6.9	-2.9	-1.8	1.02	1.2
6	CCOc1ccc(/C=N/NC(=O)CSc2ccccn2)cc1O	-3.7	-4.6	-5.4	1.05	3.0
7	Cc1cccn2c(=O)c3cc(C(=O)O)n(C)c3nc12	-2.3	0.5	4.1	0.959	-1.6
8	Cc1c(C(=O)N2CCN(C3CCS(=O)(=O)C3)CC2)oc2c(F)cccc12 (configuration not stated)	-3.3	-2.8	2.8	0.972	-2.0
9	COc1ccc(CNC(=O)N[C@H](C(=O)O)C(C)C)cc1OC	0.7	1.0	-2.7	1.03	-0.8
10	O=C(COC(=O)c1ccc([N+](=O)[O-])s1)Nc1ncc(C(F)(F)F)cc1Cl	-7.0	1.6	12.0	0.88	-0.1
11	Cc1ccc(C)n1-c1ccc(C(=O)Nc2ccccc2)cc1	-9.3	-3.6	5.3	0.947	-3.9
12	O=C(NCC1COc2ccccc2O1)c1ccc(-n2cncn2)c([N+](=O)[O-])c1 (configuration not stated)	-4.2	-0.8	3.6	0.964	4.1

nr	MPTP inh	ATG4B inh	hIAP act	hIAP block
1	1.6	-5.0	0.906	9.4
2	1.4	4.2	1.1	-10.5
3	-2.1	-3.7	1.13	-13.1
4	-0.1	14.2	0.951	4.9
5	-3.3	-10.4	0.872	12.8
6	1.1	-7.0	0.933	6.7
7	-6.7	-4.2	1.07	-6.9
8	-1.0	-5.6	1.1	-10.0
9	0.4	-8.5	0.976	2.4
10	2.0	17.4	0.887	11.3
11	1.1	20.8	1.04	-4.0
12	-0.9	4.3	1.03	-2.6

Remaining list, next part.
nr	mol	A3G deaminase	A3A deaminase	mIAP block	mIAP act	MIN6 prolif
13	Cc1ccc(N2C(=O)c3ccccc3C2=O)cc1C	1.3	-6.5	-9.5	1.09	-2.5
14	CCN(CC)S(=O)(=O)c1ccc(C2CNC(=O)C2)cc1 (configuration not stated)	-8.9	-1.9	-1.3	1.01	2.8
15	CN(c1ccccc1)S(=O)(=O)c1cccc(C(=O)OCC(=O)NCc2ccco2)c1	-16.3	-2.8	-3.2	1.03	1.4
16	CCOC(=O)c1oc2ccc(CNCCO)c(Cl)c2c1C	-5.1	0.6	1.3	0.987	0.8
17	Cc1cc(C)n(C(=O)c2c([N+](=O)[O-])cnn2C)n1	-4.4	-3.1	-8.7	1.09	-1.3
18	CCn1c(SCC(=O)N2CCc3ccccc3C2)nc2c1c(=O)n(C)c(=O)n2C	-9.5	-0.2	13.7	0.863	1.2
19	CC1(C)Cc2c(cnn2-c2ccc(F)cc2)C(NC(=O)CN2CCCCC2=O)C1 (configuration not stated)	-1.0	5.4	0.8	0.992	0.3
20	CCOc1ccc(CCNC(=O)CN2C(=O)COc3ccc(S(=O)(=O)N4CCOCC4)cc32)cc1	-1.1	-1.3	0.7	0.993	-1.6
21	C[C@H](NC(=O)c1ccc(Cl)cc1)C(=O)NCCc1ccc(S(N)(=O)=O)cc1	-3.8	-2.7	-0.7	1.01	-0.3
22	CCOc1ccc(NC(=S)NC(C)c2cccs2)cc1 (configuration not stated)	-1.4	2.4	-12.3	1.12	-1.2
23	COc1ccc(-n2nc(C(=O)NCC(=O)NCc3ccccc3OC)c3ccccc3c2=O)c(OC)c1	-6.1	-4.8	-4.4	1.04	-3.4
24	Cc1cc(NC(=O)CSc2nnnn2-c2ccccc2C)no1	-5.1	-1.5	0.1	0.999	-1.4

nr	MPTP inh	ATG4B inh	hIAP act	hIAP block
13	-0.9	-1.8	1.07	-7.3
14	-0.4	-7.0	1	-0.5
15	-1.9	-11.6	0.971	2.9
16	2.3	-8.1	0.911	8.9
17	-2.1	-7.0	0.952	4.8
18	0.1	-5.2	0.909	9.1
19	-1.2	-1.7	1.01	-0.6
20	-0.6	-0.4	1.03	-3.5
21	-1.0	-9.9	1.01	-0.9
22	2.0	8.3	1.05	-5.0
23	-0.2	-17.8	1.28	-28.0
24	0.1	-0.7	1.14	-13.9

In a second layout: 3 of the compounds above
cpd | SMILES | A3G deaminase | A3A deaminase | mIAP block | mIAP act | MIN6 prolif | MPTP inh | ATG4B inh | hIAP act | hIAP block
18 | CCn1c(SCC(=O)N2CCc3ccccc3C2)nc2c1c(=O)n(C)c(=O)n2C | -9.5 | -0.2 | 13.7 | 0.863 | 1.2 | 0.1 | -5.2 | 0.909 | 9.1
19 | CC1(C)Cc2c(cnn2-c2ccc(F)cc2)C(NC(=O)CN2CCCCC2=O)C1 (configuration not stated) | -1.0 | 5.4 | 0.8 | 0.992 | 0.3 | -1.2 | -1.7 | 1.01 | -0.6
20 | CCOc1ccc(CCNC(=O)CN2C(=O)COc3ccc(S(=O)(=O)N4CCOCC4)cc32)cc1 | -1.1 | -1.3 | 0.7 | 0.993 | -1.6 | -0.6 | -0.4 | 1.03 | -3.5

The listing picks up, repeating the 3 entries before the break.
nr	mol	A3G deaminase	A3A deaminase	mIAP block	mIAP act	MIN6 prolif
22	CCOc1ccc(NC(=S)NC(C)c2cccs2)cc1 (configuration not stated)	-1.4	2.4	-12.3	1.12	-1.2
23	COc1ccc(-n2nc(C(=O)NCC(=O)NCc3ccccc3OC)c3ccccc3c2=O)c(OC)c1	-6.1	-4.8	-4.4	1.04	-3.4
24	Cc1cc(NC(=O)CSc2nnnn2-c2ccccc2C)no1	-5.1	-1.5	0.1	0.999	-1.4
25	COC(=O)c1ccc(/C=C/c2nc3ccccc3c(=O)[nH]2)cc1	-7.6	-2.1	6.0	0.94	-1.4
26	Cc1ccc(C)c(C(=O)NC(C)c2ccc(-n3ccnc3)cc2)c1 (configuration not stated)	5.3	1.6	-12.8	1.13	2.9
27	Cc1ccc(C)c(S(=O)(=O)/N=C(/Nc2ccccc2)c2ccccc2)c1	13.4	0.9	-15.2	1.15	-6.4
28	Cc1ccc(C2N(c3ccccc3)C(=S)N3CCCN23)cc1 (configuration not stated)	0.9	5.4	16.6	0.834	-2.7
29	COc1cc(-c2cc(C(=O)NCc3ccc(S(N)(=O)=O)cc3)c3ccccc3n2)cc(OC)c1OC	-5.9	-2.8	6.1	0.939	0.0
30	Cc1oc(C2CC2)cc1C(=O)O	-7.1	-3.9	17.6	0.824	-0.9
31	CN1/C(=C\C(=O)c2ccccc2Cl)c2ccccc2CC1(C)C	-1.6	1.6	6.3	0.937	0.0
32	COc1ccc(NC(=O)CSc2nnc(-c3ccccc3C)n2C)cc1	-9.7	-5.5	-3.5	1.03	-2.9
33	Brc1ccc(-c2noc(C3CCCCC3)n2)cc1	-5.3	-3.0	11.3	0.887	3.0
34	Cc1ccc(-c2noc(C3CCCN(C(=O)c4ccccc4Br)C3)n2)cc1 (configuration not stated)	-0.4	-7.3	-10.0	1.1	-5.0
35	OC1(c2ccc(Cl)cc2)CN(c2ccccc2)C2=[N+]1CCS2 (configuration not stated)	-13.8	-8.6	-4.8	1.05	-5.3
36	CCOC(=O)c1[nH]c2ccccc2c1CCCN1C(=O)c2ccccc2C1=O	-3.9	-1.0	-0.6	1.01	0.1

nr	MPTP inh	ATG4B inh	hIAP act	hIAP block
22	2.0	8.3	1.05	-5.0
23	-0.2	-17.8	1.28	-28.0
24	0.1	-0.7	1.14	-13.9
25	0.1	-7.2	0.756	24.4
26	-1.3	0.8	0.867	13.3
27	-1.6	-1.6	0.992	0.8
28	-3.2	-4.2	1.07	-6.8
29	-0.6	-2.5	0.919	8.1
30	-0.1	6.6	0.903	9.7
31	-0.3	-4.5	1.01	-1.1
32	1.9	-2.5	1.21	-20.5
33	0.1	2.9	0.915	8.5
34	7.8	4.6	1.25	-24.7
35	2.0	8.6	1	-0.4
36	-0.9	15.7	0.947	5.3

(more compounds)
nr	mol	A3G deaminase	A3A deaminase	mIAP block	mIAP act	MIN6 prolif
37	Cc1nn(CCO)c(C)c1Oc1ccccc1O	-3.1	-2.6	-2.4	1.02	-4.1
38	O=C(Cc1c(Cl)cccc1Cl)Nc1ccncc1Cl	1.0	-5.1	4.8	0.952	-3.5
39	COCCNC(=O)c1ccc(NS(=O)(=O)c2ccc3[nH]c(=O)[nH]c3c2)cc1	-2.5	-0.3	0.9	0.991	1.0
40	Cc1nn(CCCC(=O)NCc2ccccc2Cl)c(=O)c2nccn12	-5.0	-2.9	0.8	0.992	3.3
41	COC(=O)[C@]1(Cc2ccccc2)N[C@H](CN(C)S(=O)(=O)c2ccc(OC)cc2)[C@@H]2C(=O)N(C)C(=O)[C@@H]21	-7.5	-5.2	-5.7	1.06	-1.4
42	Nc1cccc(CCc2nc3cc4ccccc4cc3[nH]2)c1	-10.6	-4.4	-4.7	1.05	-0.6
43	CC(=O)n1cc(N(C(=O)CCl)c2ccc(Cl)cc2)c2ccccc21	-9.6	-4.6	-3.0	1.03	-4.0
44	CCc1nnc(SCC(=O)Nc2nccs2)n1CC	-2.3	6.6	4.5	0.955	0.2
45	CC(=O)Cc1nsc(Nc2ccc(F)cc2)n1	-7.1	-0.2	-12.0	1.12	-1.0
46	CCNC(=O)NC(=O)CSc1cccc(C(F)(F)F)c1	-1.3	-4.9	-10.9	1.11	-0.2
47	COc1ccc2cc(Br)ccc2c1CC(=O)N1CCCC1	-0.5	4.0	6.1	0.939	-3.4
48	CCN1CCN(c2ccc(NC(=O)COc3ccc([N+](=O)[O-])cc3)cc2)CC1	-1.3	1.5	-1.7	1.02	-3.4

nr	MPTP inh	ATG4B inh	hIAP act	hIAP block
37	10.5	-3.0	1.09	-9.2
38	-2.1	3.2	1.04	-4.4
39	0.4	5.3	0.914	8.6
40	-1.0	0.6	0.824	17.6
41	-0.5	-1.8	0.929	7.1
42	-0.1	-0.5	1.03	-2.7
43	0.6	4.5	0.786	21.4
44	0.8	6.1	1.18	-17.5
45	-0.3	5.1	1.16	-15.8
46	0.6	-7.0	1.05	-5.1
47	0.0	-11.7	0.859	14.1
48	-1.2	-7.0	0.799	20.1

Additional records follow:
nr	mol	A3G deaminase	A3A deaminase	mIAP block	mIAP act	MIN6 prolif
49	CC(C)(C)c1nnc(NC(=O)C2CCN(c3ncccn3)CC2)s1	0.9	2.9	-1.8	1.02	1.1
50	CC(=O)Nc1cc2c(nc1C)nc(C)n2Cc1ccc(Br)cc1	-0.6	0.8	-1.6	1.02	-0.8
51	CC(C)Cn1c(SCC(=O)NC(=O)Nc2ccc3c(c2)OCCO3)nc2ccccc2c1=O	11.4	2.9	-9.6	1.1	0.1
52	CCc1sc(NC(=O)COC)nc1-c1ccccc1	8.4	3.5	14.1	0.859	-2.2
53	CSc1ccc(C2c3[nH]c4ccccc4c3CCN2C(=O)c2cc(C)n(C)n2)cc1 (configuration not stated)	-9.9	-3.6	-16.1	1.16	-5.4
54	C=CCn1c(SCC(=O)NC23CC4CC(CC(C4)C2)C3)nc2cc(C(=O)O)ccc2c1=O	-4.9	1.9	-0.4	1	-2.9

nr	MPTP inh	ATG4B inh	hIAP act	hIAP block
49	-1.1	-8.2	1.07	-7.0
50	1.1	0.9	0.988	1.2
51	2.4	-9.8	0.827	17.3
52	-6.9	-7.1	0.855	14.5
53	/	/	1.13	-12.8
54	-0.6	-7.7	0.987	1.3

Compounds as they come (roughly 3.3% active in at least one column).
